HP1b binding inh: HP1-beta chromodomain-methylated histone interaction inhibition; AlphaScreen HP1-beta / biotin-H3K9me3 peptide binding; P83916; Potency, µM (series often up to 114 µM), without a hit: top-dose activity change, negative = inhibition, usual class: inhibitors; 390,000 compounds, 0.56% hits; AID 540317; also: nearly all actives have a fitted effect of over 70% in size; inactives centre near 23
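HP1-beta protein (50 nM final) preincubated 30 min at room temperature with biotinylated H3(1-18)K9me3 peptide (50 nM) in PBS pH 7.4, 0.01% Tween-20, then compound added for 30 min. AlphaScreen streptavidin donor/nickel chelate acceptor beads (10 ug/mL final), 30 min dark, luminescence read.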
GLS inh: inhibitors of human glutaminase (GLS). GLS enzymatic activity, qHTS titration. Potency, µM (titrated, usually from 45.5 µM), for inactives: top-dose activity change, negative = inhibition, actives largely listed as inhibitors. 410,000 compounds, 0.21% hits. AID 624170; also: % is scaled to controls: 0 for no effect and ±100 for the full control effect
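hKGA; 45 mM KH2PO4 pH 8.2 + 0.02% Tween-20; cpd via pin tool; 1 mM Gln soln; GluOx/HRP/Amplex Red; RT 30 min; fluor. t0 & final.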
RGS4 inh: blocks human RGS4-accelerated GTP hydrolysis; P49798; Transcreener GDP fluorescence polarization, RGS4-accelerated GTP hydrolysis; Potency, µM (highest dose often 114 µM), inactives show top-dose activity change, negative = inhibition, most hits filed as inhibitors; 390,000 compounds, 0.039% hits; also: % is scaled to controls: 0 for no effect and ±100 for the full control effect; nearly all actives have a fitted effect of over 75% in size; some results filed as inactive show a strong effect at the top dose
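MLSMR compounds (23 nl, pin-transferred) preincubated 10 min at room temperature with a 500nM (2x) first reagent, then RGS4 at 900nM (2x) plus Transcreener GDP mix added; fluorescence polarization (620/688 nm) read before and after 90 min at 30 °C.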
Pin1 inh: human Pin1 inhibition | AID 504891 | 390,000 compounds, 0.009% hits | Potency, µM (highest dose often 115 µM), for inactives: at the highest dose activity, negative = inhibition, most hits filed as inhibitors | Pin1 FP peptide displacement, HiFluor488, 10 min; active = well fitted inhibition curve with a large enough effect in the polarisation, with a control signal flat, not every such curve was filed as active; inconclusive = small, poorly fitted or top-dose-only effect, or effect the other way, or a change in a side signal; inactive = no such curve, though single readings can be large or run the other way; the % refers to the polarisation; also: % is scaled to controls: 0 for no effect and ±100 for the full control effect
Target sequence (Q13526 whole entry, looked up): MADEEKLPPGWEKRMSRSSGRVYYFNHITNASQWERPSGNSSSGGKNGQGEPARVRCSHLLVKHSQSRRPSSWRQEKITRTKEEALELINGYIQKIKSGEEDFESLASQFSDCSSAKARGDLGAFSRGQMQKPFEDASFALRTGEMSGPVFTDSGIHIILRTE
12-LOX inh: inhibitors of human 12S-lipoxygenase ALOX12; purified 12hLO, xylenol orange hydroperoxide absorbance; Potency, µM (titrated, usually from 108 µM), for the others: top-dose activity change, negative = inhibition, actives largely listed as inhibitors; 580,000 compounds, 1.1% hits; P18054; also: % is scaled to controls: 0 for no effect and ±100 for the full control effect
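Hydroperoxide product was detected by ferrous iron/xylenol orange as the 573 to 405 nm absorbance ratio. Arachidonic acid at 40 uM (final) was turned over for 30 min at room temperature by 150 nM human 12hLO, pH 7.0 Hepes buffer, after 15 min compound preincubation.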
JMJD2A Tudor inh: inhibitors of human JMJD2A Tudor domain; O75164; AlphaScreen JMJD2A-Tudor / H3K4me3 peptide binding; Potency, µM (highest dose often 114 µM), without a hit: at the highest dose activity change, negative = inhibition, most hits filed as inhibitors; 390,000 compounds, 4.4% hits; AID 504339; also: % is scaled to controls: 0 for no effect and ±100 for the full control effect; nearly all actives have a fitted effect of over 50% in size
TrxR1 inh: inhibitors of rat thioredoxin reductase 1; AID 588453; Potency, µM (highest dose often 114 µM), for inactives: top-dose activity change, negative = inhibition, hits mostly inhibitors; 390,000 compounds, 1% hits; recombinant rTrxR1, NADPH fluorescence consumption, selenite substrate; O89049; also: % is scaled to controls: 0 for no effect and ±100 for the full control effect; nearly all actives have a fitted effect of over 65% in size
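Rat TrxR1 (90 nM in the dispensed reagent) was pre-reduced with 400 uM NADPH for 5 min at room temperature, then incubated with compound for 15 min. After 400 uM selenite was added, NADPH fluorescence (Ex 340/Em 450 nm) was followed for 8 min.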
ERG-DNA inh: inhibitors of human ERG Ets domain-DNA interaction | P11308 | fluorescence polarization, His-ERG Ets domain / labelled DNA | Potency, µM (highest dose often 76.9 µM), inactives show at the top dose FP activity, negative = inhibition, hits mostly inhibitors | 370,000 compounds, 0.028% hits | AID 624246; active = well fitted inhibition curve with a large enough effect in the polarisation, with a control signal flat; inconclusive = small, poorly fitted or top-dose-only effect, or effect the other way, or a change in a side signal; inactive = no such curve, though single readings can be large or run the other way; the % refers to the polarisation;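 also: polarization taken with two DNA probes labelled with fluorescein and Texas red; % of control where 0% means no effect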
Target sequence (P11308 whole entry, looked up, the tested form may be a part): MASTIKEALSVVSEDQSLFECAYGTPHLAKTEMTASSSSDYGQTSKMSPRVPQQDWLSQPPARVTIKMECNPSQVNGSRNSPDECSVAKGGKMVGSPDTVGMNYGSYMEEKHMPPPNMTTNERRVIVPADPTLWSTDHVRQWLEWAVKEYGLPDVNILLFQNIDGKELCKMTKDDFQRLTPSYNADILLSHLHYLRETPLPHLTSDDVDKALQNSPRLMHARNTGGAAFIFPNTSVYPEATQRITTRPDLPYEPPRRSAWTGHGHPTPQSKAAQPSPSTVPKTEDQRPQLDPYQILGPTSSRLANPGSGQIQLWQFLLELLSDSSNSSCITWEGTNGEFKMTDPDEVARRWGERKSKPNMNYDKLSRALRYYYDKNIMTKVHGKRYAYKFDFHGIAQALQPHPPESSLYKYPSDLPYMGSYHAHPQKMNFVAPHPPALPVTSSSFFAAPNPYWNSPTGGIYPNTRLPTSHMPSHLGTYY
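His-tagged ERG Ets domain (1 uM in the protein solution; 300mM KCl, 50mM Tris-HCl, 1mM EDTA, 1mM DTT, pH 7.5) received compound, then a probe mix of 5 nM fluorescein-DNA and 100nM Texas-615-DNA. Fluorescence polarization was read for both dyes.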
Tb PGK inh: blocks T. brucei phosphoglycerate kinase; PGK/GAPDH coupled, Kinase-Glo luminescence, 60 min; P07378; 380,000 compounds, 0.043% hits; AID 602233; Potency, µM (doses to about 57.5 µM), for the others: at the top dose activity change, negative = inhibition, most hits filed as inhibitors; also: % is scaled to controls: 0 for no effect and ±100 for the full control effect; nearly all actives have a fitted effect of over 60% in size
Target sequence (P07378 whole entry, looked up): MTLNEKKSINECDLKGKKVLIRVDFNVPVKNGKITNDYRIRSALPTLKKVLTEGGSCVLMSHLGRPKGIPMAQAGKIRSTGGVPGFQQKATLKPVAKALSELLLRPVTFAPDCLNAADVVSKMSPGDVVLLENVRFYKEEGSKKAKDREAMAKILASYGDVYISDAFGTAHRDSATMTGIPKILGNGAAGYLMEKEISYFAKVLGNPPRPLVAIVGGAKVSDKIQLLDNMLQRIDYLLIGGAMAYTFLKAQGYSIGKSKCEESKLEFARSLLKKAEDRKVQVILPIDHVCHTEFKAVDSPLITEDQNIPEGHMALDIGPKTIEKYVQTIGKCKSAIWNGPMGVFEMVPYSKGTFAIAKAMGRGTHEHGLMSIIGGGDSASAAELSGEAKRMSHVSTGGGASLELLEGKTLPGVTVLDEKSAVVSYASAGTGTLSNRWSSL
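Luminescent ATP detection (Kinase-Glo Plus) follows a 60-minute room-temperature incubation, with wells lacking PGK as controls. Buffer: 100 mM TEA (pH 7.6), 5 mM MgCl2, 0.01% Tween-20. Coupling enzyme GAPDH (100 nM final) supplies unstable 1,3-BPG in-well.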
* hit, by the source's call; i = inactive; u = inconclusive; x = no result given; [ ] = another dose, or the depositor's remark. Unless noted, calls follow the shape of the dose curve; as a rule, active = well fitted curve in the direction sought with a large enough effect; inconclusive = small, poorly fitted or top-dose-only effect, or another doubt; inactive = no such curve, though single readings can be large; an effect the other way counts as inactive or inconclusive. Potency is read from the fitted curve at half-maximal effect. Some of the compounds tested; rates above refer to the full screens.

SMILES	HP1b binding inh	GLS inh	RGS4 inh	Pin1 inh	12-LOX inh	JMJD2A Tudor inh	TrxR1 inh	ERG-DNA inh	Tb PGK inh
CC(C)(C)n1nc2c(c1NC(=O)c1ccc(Cl)c([N+](=O)[O-])c1)CS(=O)(=O)C2	20%	9%	5%	2%	8%	-8%	-28%	2%	6%
CCS(=O)(=O)c1ccc(-c2cccc(NC(=O)COc3ccccc3)c2)nn1	18%[57 µM]	-1%	-33%	-6%	15%	-2%	10%	6%	0%
COc1ccc(C(=O)NCCn2cc(SCC(=O)NCC3CCCO3)c3ccccc32)cc1 (centres undefined)	27%	1%	10%	-3%	-12%	-7%	2%	-5%	5%
O=c1[nH][nH]cc1C=NCc1cccc(C(F)(F)F)c1	32%	-10%	4%	-2%	1%	7%	18%	4%	-8%
CC(=O)Nc1nnc2n1CCS2	-8%[57 µM]	-12%	3%	u	u	22µM*	13%[57.1 µM]	4%	1%
CSc1ccc(CCNC(=O)CCc2c(C)nc3c(-c4ccccc4)c(C)nn3c2C)cc1	59%[activator]	2%	1%	-1%	-8%	2%	22%	4%	-2%
COc1cccc(Nc2nnc(SCC(=O)N3CC(C)OC(C)C3)s2)c1 (centres undefined)	52%[activator]	8%	3%	u	35%[activator]	-18%	1%	2%	x
Cc1ccc(Cl)cc1NC(=O)COCc1cc(-c2ccco2)on1	28%	4%	16%	-9%	9%	-12%	-6%	5%	i
CC1CCCC(NC(=O)c2ccncc2)C1C (centres undefined)	18%	-2%	25%	-1%	0%	-7%	46%[11.4 µM]	-11%	-9%
Cc1cc(NS(=O)(=O)c2ccc(-c3ccccc3)cc2)no1	10%	14%	56%[activator]	2%	-25%	-25%	-18%	-6%	-8%
COc1ccc(CCNC(=O)C2CCN(S(=O)(=O)c3ccc(-n4cnnn4)cc3)CC2)cc1OC	20%	0%	8%	2%	6%	-11%	7%[57.1 µM]	-1%	13%
O=C(CNC(=O)c1cn2ccccc2n1)Nc1ccc(F)c(F)c1	5%	3%	-12%	5%	-20%	-15%	-1%	-4%	i
CCCc1nc2sc3ccccc3c(=O)c2c(=O)n1Cc1ccco1	15%	10%	5%[56.9 µM]	u	u	-28%[57.1 µM]	u	2%	-11%
CCC1CCCCN1C(=O)CCc1nnc(Cc2cc(OC)ccc2OC)o1 (centres undefined)	-10%	127%[activator]	-1%	-1%	-9%	-7%	20%	13%	i
COc1ccc(Cl)cc1NC(=O)CCCN1C(=O)CCC1=O	28%	1%	1%	-6%	25%	-4%	12%	-4%	-7%
Cc1ccc(C)c(N2CCN(C(=O)C3CCC(CNS(=O)(=O)c4cccs4)CC3)CC2)c1 (centres undefined)	3%	2%	-18%	39%[activator]	-18%	-30%	9%	1%	-4%
Cc1c(Cl)cccc1NC(=O)C1CCN(c2ncnc3c2nc2n3CCCCC2)CC1	24%	4%	15%	8%	6%	-11%	3%	-11%	9%
Clc1cc(Cl)c(OCc2nc(-c3ccccn3)no2)cc1Cl	27%	12%	12%	6%	-7%	2%	7%	1%	4%
COc1ccccc1C1/C(=C(/O)c2ccccc2)C(=O)C(=O)N1CC(C)C (centres undefined)	12%	7%	-22%	0%	0%	u	-1%	x	-4%
Cc1ccc(-c2cc(=O)c3cc(C)ccc3[nH]2)cc1	30%	-13%	-5%	-2%	-15%	-16%	14%[57.1 µM]	-10%	i
Cc1ccccc1NC(=O)Cn1nnc(S(=O)(=O)c2ccc(C(C)(C)C)cc2)c1N	-5%	-3%	3%	11%	6%[57.4 µM]	u	33%	7%	-4%
Cc1ccc(S(=O)(=O)Cn2nnnc2C(CC(C)C)N2CCC(C(N)=O)CC2)cc1 (centres undefined)	43%[activator]	2%	5%	6%	-14%	-5%	4%[57.1 µM]	-6%	-1%
COCCNC(=O)CSc1nc2sccc2c(=O)n1-c1ccccc1	7%	3%	20%	8%	15%	-16%	10%	5%	-2%
CN(Cc1ccccc1)C(=O)c1ccc2c(c1)NC(=O)C(N1CCOCC1)S2 (centres undefined)	12%	7%	0%	0%	0%	7%	8%	-8%	1%
CC(C)NC(=O)C(c1ccc(F)cc1)N(C(=O)CCC(=O)Nc1ccccn1)c1ccccc1F (centres undefined)	20%	-11%	5%	-1%	-12%	-1%	15%[57.1 µM]	-3%	5%

Single entries from the entries so far.
For TrxR1 inh, Cc1ccc(S(=O)(=O)Cn2nnnc2C(CC(C)C)N2CCC(C(N)=O)CC2)cc1 (centres undefined) shows 4%[57.1 µM]
For ERG-DNA inh, CC(C)NC(=O)C(c1ccc(F)cc1)N(C(=O)CCC(=O)Nc1ccccn1)c1ccccc1F (centres undefined) shows -3%

Reformatted in CSV form: part of the list above.
Structure,HP1b binding inh,GLS inh,RGS4 inh,Pin1 inh,12-LOX inh,JMJD2A Tudor inh,TrxR1 inh,ERG-DNA inh,Tb PGK inh
CC(=O)Nc1nnc2n1CCS2,-8%[57 µM],-12%,3%,u,u,22µM*,13%[57.1 µM],4%,1%
CSc1ccc(CCNC(=O)CCc2c(C)nc3c(-c4ccccc4)c(C)nn3c2C)cc1,59%[activator],2%,1%,-1%,-8%,2%,22%,4%,-2%
Cc1ccccc1NC(=O)Cn1nnc(S(=O)(=O)c2ccc(C(C)(C)C)cc2)c1N,-5%,-3%,3%,11%,6%[57.4 µM],u,33%,7%,-4%

Six entries from above, sorted by the number in RGS4 inh, smallest number first.
Compound | RGS4 inh
COc1ccccc1C1/C(=C(/O)c2ccccc2)C(=O)C(=O)N1CC(C)C (centres undefined) | -22%
Cc1ccc(-c2cc(=O)c3cc(C)ccc3[nH]2)cc1 | -5%
CCC1CCCCN1C(=O)CCc1nnc(Cc2cc(OC)ccc2OC)o1 (centres undefined) | -1%
CN(Cc1ccccc1)C(=O)c1ccc2c(c1)NC(=O)C(N1CCOCC1)S2 (centres undefined) | 0%
COc1ccc(Cl)cc1NC(=O)CCCN1C(=O)CCC1=O | 1%
COc1cccc(Nc2nnc(SCC(=O)N3CC(C)OC(C)C3)s2)c1 (centres undefined) | 3%

The list goes on.
SMILES	HP1b binding inh	GLS inh	RGS4 inh	Pin1 inh	12-LOX inh	JMJD2A Tudor inh	TrxR1 inh	ERG-DNA inh	Tb PGK inh
CN1c2ccsc2C(=O)/C(=C\Nc2cccc(C(F)(F)F)c2)S1(=O)=O	20%	4%	-9%	-1%	0%	-1%	-21%[57.1 µM]	8%	2%
COCCNC(=S)N1CCN(c2nc(-c3ccc(Cl)cc3)cs2)CC1	6%	4%	-42%[56.9 µM]	-4%	-1%	32µM*	7%	6%	-6%
COc1cccc2c1C(=O)c1c(O)c3c(c(O)c1C2=O)CC(O)(C(C)=O)CC3OC1CC(O)C(O)C(C)O1 (centres undefined)	u	19%	-31%	u	3%	u	23%[11.4 µM]	2.5µM*	-10%
Cn1ncc(Br)c1C(=O)NC1C2CC3CC(C2)CC1C3 (centres undefined)	24%	2%	14%	1%	-13%	-3%	0%	-7%	-4%
COc1ccc(NC(=O)CN2CCN(CC(=O)Nc3ccc4c(c3)OCO4)CC2)cc1	25%	6%	17%	-7%	0%	0%	11%[57.1 µM]	6%	-8%
CCn1cc2nc(SCc3cccc(OC)c3)n(Cc3ccc(Cl)cc3)c(=O)c2n1	8%	-16%	22%	7%	u	-13%	25%	2%	-1%
O=C(NCc1cccs1)C1CC(c2ccc(Cl)cc2)=NO1 (centres undefined)	13%	-3%	35%	-1%	4%	-25%	20%[57.1 µM]	19%	-2%
Cn1cccc1Cc1nnc(SCC(=O)Nc2nc3ccccc3s2)n1CCc1ccccc1	28%	-1%	-39%	14%	-21%	-16%	8%	6%	-2%
CCOc1ccc2[nH]c(=O)c(CN(Cc3nnnn3Cc3ccco3)C3CCCCC3)cc2c1	2%	-2%	u	29%	u	-27%	u	2%	2%
O=[N+]([O-])c1cc(-c2nc(-c3ccccc3)no2)ccc1N1CCCCC1	48%[activator]	4%	1%	0%	0%	-3%	-2%	-6%	-1%
COc1cccc(CNC(=O)C(C)n2ccc3cc(S(=O)(=O)N4CCCC4)ccc32)c1 (centres undefined)	31%	-1%	-12%	0%	-18%	-13%	19%	-4%	i
Nn1c(-c2ccc(O)cc2)nnc1-c1ccc(O)cc1	35%	13%	3%[11.4 µM]	-1%	-1%	-1%[11.4 µM]	21%	11%	-12%
CCCCCn1c(=O)[nH]c2cc(C(=O)NCCN3CCC(C)CC3)ccc2c1=O	10%	-2%	-20%	1%	x	-11%	11%[57.1 µM]	10%	-5%
Cc1nc2cc(C(=O)O)ccc2n1-c1ccc(C(C)C)cc1	-6%	-3%	-28%	3%	u	-27%	16%	3%	-5%
ON=Cc1cccn1-c1ccccc1	-10%	20%	8%	-2%	4%	-33%	12%	x	-5%
COc1cccc(NC(=O)NNC(=O)COc2ccc3ccccc3c2)c1	46%[activator]	7%	3%	10%	427%[activator]	-9%	26%	0%	9%
CCn1c(=S)[nH]c2c(c1=O)C(C)(C)Cc1ccccc1-2	36%	4%	-23%	-1%	u	-5%	9%	10%	-1%
CCOC(=O)CN(C(=O)CSc1nnc(CNc2ccc(F)cc2)o1)c1ccccc1	28%	19%	-48%	-6%	-1%	-24%	10%[57.1 µM]	-3%	i
